GC-B act: human GC-B receptor activators, primary screen, HEK293 GC-B cells, cGMP TR-FRET, EC30 CNP; actives 0.11% (n = 370,000); 0% at EC30 CNP, 100% saturating CNP; activation, % at 10 µM;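 active means activation at 10 µM reaching about 35% in either raw or pattern-adjusted values, limit read from the data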
sPLA2-III inh: human group III sPLA2 inhibitors, primary screen, biochemical, QFRET, BODIPY PC-A2 liposome substrate; Group 3 secretory phospholipase A2 (Homo sapiens), Q9NZ20; QFRET BODIPY PC-A2 liposome hydrolysis, fluorescence; inhibition, % at 12.2 µM; actives 0.56% (n = 370,000); AID 743126, 2013;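 active means inhibition above mean plus 3 SD of compounds lying within the high and low control bounds, cut at about 19% in these data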;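 further: 0% = median of test compound wells and 100% = no enzyme DMSO wells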
ADAM10 inh: human ADAM10 inhibitors, primary screen, biochemical, QFRET, HTS. actives 0.62% (n = 370,000). recombinant ADAM10, EDANS/DABCYL FRET peptide cleavage, 3 h. inhibition, % at 7 µM. AID 720582, 2013;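 active means inhibition above a per-campaign cutoff equal to the mean of compounds falling between control-based bounds plus 3 SD, cut at about 20% in these data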;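 further: 0% = DMSO wells while the 100% control is not disclosed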
rCAG RNA binder: binders of r(CAG) RNA repeats, primary screen, biochemical, fluorescence | r(CAG) RNA repeat, TO-PRO-1 dye displacement fluorescence | inhibition, % at 3 µM | actives 1.3% (n = 370,000);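 active means inhibition above the plate cutoff, the mean of all test compounds on that plate plus 3 SD, cut at about 35% in these data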;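 further: 0% = DMSO alone and 100% = 100 µM mitoxantrone as full dye displacement; higher means more dye released from RNA so lower well fluorescence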
DDE Tn6 FP inh: inhibitors of Tn6 peptide binding to fibrin DD(E), primary screen, biochemical, fluorescence polarization, human fibrin, Tn6 probe; AID 720509, 2013; inhibition, % at 8.3 µM; actives 0.21% (n = 370,000); Fibrinogen beta chain (Homo sapiens), P02675; Fibrin DD(E) TRITC-Tn6 fluorescence polarization displacement;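 active means inhibition above a per-campaign cutoff: mean of compounds within control limits plus 3 SD, cut at about 15% in these data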;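 further: 0% = median of all compound wells on the plate and 100% = blocking peptide control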
Target sequence (P02675 whole entry, looked up): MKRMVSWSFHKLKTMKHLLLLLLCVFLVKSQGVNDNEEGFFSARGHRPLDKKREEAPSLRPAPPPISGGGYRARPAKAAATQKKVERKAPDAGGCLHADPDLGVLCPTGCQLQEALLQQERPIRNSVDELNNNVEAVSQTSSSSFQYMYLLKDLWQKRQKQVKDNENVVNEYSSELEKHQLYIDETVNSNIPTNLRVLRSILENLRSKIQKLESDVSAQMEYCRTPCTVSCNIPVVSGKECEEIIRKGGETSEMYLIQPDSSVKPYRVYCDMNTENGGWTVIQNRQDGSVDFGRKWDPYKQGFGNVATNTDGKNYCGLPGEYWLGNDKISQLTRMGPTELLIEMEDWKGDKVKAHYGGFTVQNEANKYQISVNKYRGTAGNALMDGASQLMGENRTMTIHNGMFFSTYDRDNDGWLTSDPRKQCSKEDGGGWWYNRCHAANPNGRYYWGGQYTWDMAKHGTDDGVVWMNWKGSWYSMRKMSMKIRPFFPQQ
proKLK7 act: proKLK7 zymogen activators, primary screen, biochemical, fluorescence intensity; AID 652039, 2013; activation, % at 7 µM; purified proKLK7, EDANS-DABCYL substrate fluorescence; 100% is mature enzyme control, 0% vehicle; Kallikrein-7 (Homo sapiens), P49862; actives 0.9% (n = 370,000);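 active means activation above the mean of all tested compounds plus 3 SD, computed per campaign excluding outliers beyond control limits, cut at about 13% in these data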
Target sequence (P49862 whole entry, looked up): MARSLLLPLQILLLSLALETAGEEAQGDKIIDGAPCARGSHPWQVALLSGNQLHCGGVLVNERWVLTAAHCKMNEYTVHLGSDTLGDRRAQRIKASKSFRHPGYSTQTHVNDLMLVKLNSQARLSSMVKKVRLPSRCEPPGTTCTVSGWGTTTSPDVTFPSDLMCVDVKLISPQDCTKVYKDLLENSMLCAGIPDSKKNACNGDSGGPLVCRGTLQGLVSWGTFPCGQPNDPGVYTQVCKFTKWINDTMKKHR
FXN GAA850 act: FXN promoter activators, primary screen, cell-based, luciferase luminescence, HEK293 lucGAA850. HEK293 lucGAA850 FXN promoter luciferase reporter, 24 h; percent of 10 µM SAHA response. activation, % at 6 µM. actives 0.56% (n = 360,000);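 active means activation above the average of all compounds screened plus 3 SD, cutoff fixed separately per campaign, cut at about 7.5% in these data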;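 further: 0% = DMSO wells and 100% = 10 µM SAHA wells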
ASAP1 inh: inhibitors of human ASAP1 ArfGAP activity, primary screen, biochemical, fluorescence polarization; Arf-GAP with SH3 domain, ANK repeat and PH domain-containing protein 1 (Homo sapiens), …; ASAP1-stimulated ARF1 GTP hydrolysis, GDP FP detection; inhibition, % at 16.5 µM; actives 0.19% (n = 360,000); AID 624377, 2012; in the data active means inhibition above about 25%;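 further: 0% = vehicle with enzyme and substrate and 100% = no enzyme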
NPR1 activator: GC-A stimulated cGMP production enhancers – HEK293 GC-A cells, cGMP TR-FRET, EC30 ANP, primary screen | Atrial natriuretic peptide receptor 1 (Homo sapiens), P16066 | 0% at EC30 ANP, 100% saturating ANP | activation, % at 10 µM | actives 0.14% (n = 370,000); in the data active means activation above about 40%
ARFGAP1 inh: inhibitors of rat ARFGAP1 GAP activity, primary screen, biochemical, fluorescence polarization, GDP tracer; Arfgap1-stimulated ARF1 GTP hydrolysis, GDP FP detection; inhibition, % at 16.5 µM; actives 0.26% (n = 360,000);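 active means inhibition above a per-plate limit, mean inhibition of low control wells plus 3 SD, cut at about 25% in these data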;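 further: 0% = DMSO wells with enzyme and 100% = wells lacking Arfgap1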
Target sequence (Q62848 1-136 limits assumed): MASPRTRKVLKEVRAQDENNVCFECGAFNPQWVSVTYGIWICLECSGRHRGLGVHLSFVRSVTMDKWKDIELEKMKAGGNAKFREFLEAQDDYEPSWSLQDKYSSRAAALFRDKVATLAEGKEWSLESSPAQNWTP
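Material: rat Arfgap1 GAP domain (His6, aa 1-136), purified enzyme. Also added: human ARF1(Δ1-17)-GTP substrate. Compound dosing: 16.5 µM single point, 1.26% DMSO. Timing: enzyme reaction 120 min at 25 °C after 20 min preincubation. Signal: GDP detection by fluorescence polarization. Read-out basis: percent inhibition of GAP-stimulated GDP formation, scaled between DMSO and no-Arfgap1 medians.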
* hit, by the source's call; i = inactive; . = not tested or not shown.

mol	GC-B act	sPLA2-III inh	ADAM10 inh	rCAG RNA binder	DDE Tn6 FP inh	proKLK7 act	FXN GAA850 act	ASAP1 inh	NPR1 activator	ARFGAP1 inh
O=C(Cc1ccccc1)N[C@H](c1ccccc1)P(=O)(O)CO	4	6	-2	3	-1	-0.2	1.3	-1	-1	-4
CCOP(=O)(OCC)C(Nc1cc(Cl)cc(Cl)c1)c1cccc(O)c1 (stereo not drawn)	-28	-50	19	-4	4	0.8	-0.8	5	-29	4
Clc1cccc(CSc2ncnc3c2ncn3C2CCCCO2)c1 (stereo not drawn)	11	-15	-3	-2	12	0.3	3.7	-7	11	-5
CCOC(=O)C(Sc1n[nH]c(N)n1)c1ccccc1 (stereo not drawn)	5	2	2	3	12	0.1	-1.7	-2	1	-2
Cc1cc2cc3c(cc2n2c(SCC(=O)Nc4nc(-c5ccccc5)cs4)nnc12)OCO3	-8	13	-16	.	0	.	.	.	-9	.
O=c1cc(NCc2ccccc2)nc2n1CCCS2	0	4	-1	4	-2	-0.1	1.3	13	-1	14
Cc1ccc(C(=O)CS(C)(=O)=O)cc1	0	0	-9	0	0	0.8	2.2	0	2	4
CCCOC(=O)c1c(-c2ccc(OC)cc2)oc2ccc(-c3ccc(OC)nc3)cc12	-10	6	-23	7	3	-0.4	2.7	5	-1	-10
Cc1c(NC(=O)C(C)Sc2nc3ccccc3c(=O)n2CCO)c(=O)n(-c2ccccc2)n1C (stereo not drawn)	6	9	-6	-5	13	-1.1	-1.5	-1	-1	-1
CC(OC(=O)c1ccc(-n2cnnn2)cc1)C(=O)N(C)c1ccccc1 (stereo not drawn)	0	-4	-4	-4	-2	0.3	-0.3	4	-1	-1
CCOc1ccc(C(=O)CSCC(=O)O)cc1	4	9	2	-2	0	0.4	1.6	-5	-2	-3
CC1CCCC(C)N1CCCNC(=O)c1ccc2nc(N3CCOCC3)sc2c1 (stereo not drawn)	-8	-5	-2	3	2	-0.1	0.1	-7	-1	2

Continued:
mol	GC-B act	sPLA2-III inh	ADAM10 inh	rCAG RNA binder	DDE Tn6 FP inh	proKLK7 act	FXN GAA850 act	ASAP1 inh	NPR1 activator	ARFGAP1 inh
Cc1cc(-c2ccc(C)c(S(=O)(=O)N3CC(=O)Nc4ccccc43)c2)on1	-2	-9	-7	0	4	1.3	-0.9	-8	-3	-7
CCCNC(=S)Nc1cc2oc3ccccc3c2cc1OC	6	2	7	11	-6	0.8	-1.0	-3	0	11
CCn1c(=O)cc(OCC(=O)NC(C)c2ccc3c(c2)OCCO3)c2ccccc21 (stereo not drawn)	-8	-4	-5	-7	9	-0.3	-0.4	-5	-2	-3
O=C1NCCN1C(=O)N(c1ccccc1)c1ccccc1	6	-4	5	0	3	0.0	-2.7	-14	-3	7
Fc1ccccc1C(c1nnnn1Cc1ccc2c(c1)OCO2)N1CCN(Cc2ccccc2)CC1 (stereo not drawn)	-7	-7	8	-5	4	0.5	-1.0	-1	-6	-2
CS(=O)(=O)N1CCc2cc(C(=O)Nc3ccccc3)ccc21	1	-5	4	-1	-6	0.5	1.0	4	-6	1
CC(C)CC(c1nnnn1C1CCCC1)N1CCN(C(=O)c2ccco2)CC1 (stereo not drawn)	-2	-3	9	-6	0	0.9	1.6	-2	-1	0
CCOc1cc(/C=C2/C(=O)NN(c3cccc(Cl)c3)C2=O)ccc1O	-2	-13	-2	46*	0	0.0	0.0	4	1	-1
c1ccc(OCc2nnc3sc(-c4cccs4)nn23)cc1	-7	-9	2	7	-6	0.3	2.4	-15	-4	-11
COc1cccc(Nc2ccc(-n3ccnc3)nn2)c1	-4	1	2	-1	8	-0.3	2.2	1	3	-4
CN(Cc1ccccc1)C(=O)c1ccc(S(=O)(=O)N(C)c2ccccc2)cc1	-2	-12	-2	-3	12	0.0	-0.6	17	-2	1
O=C(CSc1nnc2ncccn12)Nc1cccc2ccccc12	-3	-3	0	0	-1	0.3	0.7	-5	2	-1

(more compounds)
mol	GC-B act	sPLA2-III inh	ADAM10 inh	rCAG RNA binder	DDE Tn6 FP inh	proKLK7 act	FXN GAA850 act	ASAP1 inh	NPR1 activator	ARFGAP1 inh
Cc1nc(N2CCC(C)CC2)c2c(C)c(C(=O)O)sc2n1	-7	-3	3	8	-4	0.0	-0.5	7	-2	-10
O=S(=O)(Cc1ccccc1)N1CCn2c(nc3ccccc32)C1	-2	3	-8	-1	7	0.4	1.4	-14	5	5
CC1CC(C)CN(CCCSc2ccccc2)C1 (stereo not drawn)	2	-6	-17	-1	-1	0.0	-1.7	8	2	6
O=c1[nH][nH]c(-c2ccccc2)c1C=Nc1ccc(F)cc1F	6	-12	-1	2	3	0.0	2.5	3	-3	-5
CCC(C)NC(=O)CN1C(=O)NC2NC(=O)NC21 (stereo not drawn)	1	4	1	2	11	0.1	1.2	0	1	1
O=C(Nc1cccc(C(=O)N2CCCC2)c1)C1CCCCC1	-2	2	-2	1	6	-0.6	1.3	-9	6	-13
CC(C)(C)c1ccc(S(=O)(=O)N2CCC(C(=O)NCC3COCCO3)CC2)cc1 (stereo not drawn)	-4	0	-7	1	-2	-0.3	.	.	-1	.
Cc1cc(S(=O)(=O)NC2CCCCC2)ccc1OCC(=O)NCc1ccccn1	-9	-18	4	-6	-6	-0.2	0.7	17	-2	3
O=C(NCCc1c[nH]c2ccccc12)C(=O)NCC1OCCN1S(=O)(=O)c1ccccc1 (stereo not drawn)	6	-63	-1	2	-4	-0.1	-1.2	17	-3	9
COc1ccc(CN(C(=O)c2ccc3c(c2)OCCO3)C(C(=O)NC2CCCCC2)c2ccc3ncccc3c2)cc1 (stereo not drawn)	3	-3	-8	-1	-1	-0.1	-2.7	12	-2	-13
O=C(CCCCCn1c(=S)[nH]c2cc3c(cc2c1=O)OCO3)N1CCN(c2ccc(F)cc2)CC1	5	4	-2	2	-7	0.0	1.1	-1	-3	-11
COc1ccc(S(=O)(=O)N2CCC(C(=O)NCC3CCCO3)CC2)cc1Cl (stereo not drawn)	2	4	-6	-1	7	-0.3	-1.2	12	4	13

Remaining list, next part.
mol	GC-B act	sPLA2-III inh	ADAM10 inh	rCAG RNA binder	DDE Tn6 FP inh	proKLK7 act	FXN GAA850 act	ASAP1 inh	NPR1 activator	ARFGAP1 inh
Cc1ccc(CSCCNS(=O)(=O)c2ccc([N+](=O)[O-])cc2)cc1	-3	-16	4	0	-5	-0.2	0.7	-1	-5	1
CN1CCC(N(C)CC(O)c2ccccc2)CC1 (stereo not drawn)	2	6	-2	11	-2	0.1	0.2	-10	3	6
Cc1c(C(=O)Nc2nc3ccccc3[nH]2)oc2c(Cl)cccc12	1	7	-3	1	3	-1.2	5.9	10	-1	9
COc1ccc(CNC(=O)[C@H](C)NC(=O)C2CCN(C(=O)[C@H](CCSC)NC(=O)OC(C)(C)C)CC2)cc1	0	2	-3	-5	-3	-0.1	-0.4	-2	3	2
Cc1nc2c(C#N)cnn2c2c1CCNN2C	1	-3	-42	0	-7	0.2	0.8	17	-3	-1
O=C(CSc1n[nH]c(-c2ccccc2)n1)Nc1ncccn1	-4	1	-3	2	0	0.3	0.6	-3	2	-9
Cc1cccc(OCC(=O)N=Nc2c(O)[nH]c3ccc([N+](=O)[O-])cc23)c1	7	2	5	12	3	-0.1	.	-5	4	7
Cc1ccc(C(=O)c2ccc(C)cc2)cc1	-4	3	-3	-1	0	0.6	2.0	-3	-3	-6
C=CCNC(=S)NNC(=O)c1cccn(Cc2cccc(Cl)c2)c1=O	5	9	-460	1	0	27*	1.2	12	0	0
CN(CC(=O)Nc1ccc(Cl)c(C(F)(F)F)c1)C(=O)Cc1n[nH]c(=O)c2ccccc12	-2	-30	2	3	-5	0.0	0.5	8	-1	1
C[C@@H](NC(=O)[C@@H]1CCCN1C(=O)[C@@H]1CCCN1C(=O)OC(C)(C)C)c1ccccc1	-1	5	-8	-1	8	-0.8	.	4	0	-11
CC(NC(=O)c1cc2c(s1)CCCC2)C(C)(C)C (stereo not drawn)	1	6	7	2	1	0.2	-0.1	6	1	-4

Carrying on.
mol	GC-B act	sPLA2-III inh	ADAM10 inh	rCAG RNA binder	DDE Tn6 FP inh	proKLK7 act	FXN GAA850 act	ASAP1 inh	NPR1 activator	ARFGAP1 inh
O=C(NC[C@H]1CCCO1)c1cccc2c1C(=O)c1ccc(-c3ccc(F)cc3OCc3ccccc3)cc1S2(=O)=O	11	-14	11	22	-4	-0.6	-2.2	-3	6	-4
CCc1ccc(-c2cc(C(=O)NN3CCOCC3)c3ccccc3n2)s1	-1	-4	i	4	2	49*	4.2	-1	1	-11
O=C(CCC(=O)Nc1cccc(C(F)(F)F)c1)NCC1CCCO1 (stereo not drawn)	4	1	-1	-3	8	0.5	0.9	3	6	3
CC(C)c1nnc(NC(=O)CCC(=O)N2CCN(c3ccc(F)cc3)CC2)s1	-3	0	13	-7	7	0.3	3.2	2	3	-2
COc1ccc(C(=O)Cc2cc3ccccc3oc2=O)cc1	8	-26	6	6	-2	1.3	4.9	7	1	-11
O=C(OCC(=O)N(C1CCCCC1)C1CCCCC1)c1ccncc1	-8	0	-7	-5	2	0.0	-0.3	-5	1	0
COC(=O)c1cc(OC)c(OC)cc1NC(=O)C1CCCO1 (stereo not drawn)	4	0	-25	-2	1	-0.3	2.1	-2	-3	6
O=C(O)c1cccc(CSc2ncn[nH]2)c1	1	1	2	0	-4	-0.7	-1.4	-3	-1	1
COc1ccc(S(=O)(=O)n2cnc3ccccc32)c(C)c1	-1	-2	-11	-3	9	-0.4	3.4	0	-3	-5
N#C/C(=C/c1cn(-c2ccccc2)nc1-c1cccc(S(=O)(=O)N2CCOCC2)c1)C(=O)NCc1ccco1	8	1	2	2	-3	0.8	-0.5	-1	11	-2
COC(=O)C1(C)NC(c2ccc(O)cc2)C2C(=O)N(c3ccc(F)cc3)C(=O)C21 (stereo not drawn)	4	6	8	4	4	0.3	1.7	11	2	-16
COCC1CCN(C(=O)c2ccc(OC)c(OC3CCN(C(C)C)CC3)c2)CC1	-5	8	-8	-7	-1	-0.1	1.5	-9	4	2
Cc1ccnc(NC(=O)c2ccc3c(c2)OCO3)c1	-2	-4	0	-3	10	-0.1	2.7	-2	2	4

Printed as active in proKLK7 act, among the entries above:
smiles	GC-B act	sPLA2-III inh	ADAM10 inh	DDE Tn6 FP inh	proKLK7 act	FXN GAA850 act	ASAP1 inh	NPR1 activator	ARFGAP1 inh
C=CCNC(=S)NNC(=O)c1cccn(Cc2cccc(Cl)c2)c1=O	5	9	-460	0	27*	1.2	12	0	0
CCc1ccc(-c2cc(C(=O)NN3CCOCC3)c3ccccc3n2)s1	-1	-4	i	2	49*	4.2	-1	1	-11
